Source: PubChem BioAssay
UGM FP inh: inhibitors of M. tuberculosis UDP-galactopyranose mutase; P9WIQ1; purified UGM, fluorescence polarization probe displacement; inhibition, % at 10 µM; 0.06% of 320,000 active; AID 504406; in the data active means inhibition above about 10%, passing the limit was not always enough; inconclusive means no clear call, values can overlap the other calls
Target sequence (P9WIQ1 whole entry, looked up): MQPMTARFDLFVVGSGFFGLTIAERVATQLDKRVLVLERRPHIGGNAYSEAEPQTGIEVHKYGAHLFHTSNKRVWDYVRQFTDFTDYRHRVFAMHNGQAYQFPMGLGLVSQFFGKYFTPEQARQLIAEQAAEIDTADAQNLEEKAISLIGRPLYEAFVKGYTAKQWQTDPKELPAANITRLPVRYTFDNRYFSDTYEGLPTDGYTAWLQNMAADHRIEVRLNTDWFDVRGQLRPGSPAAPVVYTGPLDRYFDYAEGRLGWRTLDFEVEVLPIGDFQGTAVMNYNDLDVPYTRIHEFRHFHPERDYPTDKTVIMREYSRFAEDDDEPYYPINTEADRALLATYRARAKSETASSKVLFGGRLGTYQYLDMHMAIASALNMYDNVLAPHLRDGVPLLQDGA
BoNT F protease: inhibitors of Botulinum neurotoxin F light chain protease. Multiplex microsphere protease cleavage assay, flow cytometry. inhibition, % at 10 µM. 0.22% of 360,000 active. AID 588497; in the data active means inhibition above about 35%, passing the limit was not always enough; inconclusive means no clear call, values can overlap the other calls; further: plate controls were buffer without enzyme for full effect and enzyme alone for no effect
GDH-TPI inh: GDH-TPI coupled enzyme inhibition counter-screen. GDH-TPI coupled enzyme counterscreen, NADH absorbance. inhibition, % at 4.8 µM. 1.2% of 360,000 active. AID 588335;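 further: 0% = DMSO wells and 100% = wells lacking the enzyme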
CCHF vOTU inh: blocks the CCHF virus ovarian tumor domain protease; CCHFV vOTU protease, Pep-AMC fluorescence; inhibition, % at 11.5 µM; 0.55% of 370,000 active; AID 651958; further: 0% = vehicle wells with enzyme and 100% = no enzyme wells
MazEF act: MazEF (E. coli) toxin RNase activation | 0.32% of 350,000 active | P0AE70 | activation, % at 20 µM | FAM/BHQ RNA-DNA oligo cleavage fluorescence, 5 h; in the data active means activation above about 50%
Target sequence (P0AE70 whole entry, looked up): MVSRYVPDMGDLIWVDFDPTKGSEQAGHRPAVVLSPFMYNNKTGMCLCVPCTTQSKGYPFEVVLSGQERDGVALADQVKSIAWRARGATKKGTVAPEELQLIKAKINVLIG
Mtb FBA inh: inhibitors of M. tuberculosis fructose-bisphosphate aldolase. P9WQA3. purified M. tuberculosis FBA, fluorescence read-out. inhibition, % at 1 µM. 2.3% of 360,000 active. AID 588726; in the data active means inhibition above about 27%;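 further: 0% = vehicle and 100% = reference inhibitor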
Target sequence (P9WQA3 whole entry, looked up): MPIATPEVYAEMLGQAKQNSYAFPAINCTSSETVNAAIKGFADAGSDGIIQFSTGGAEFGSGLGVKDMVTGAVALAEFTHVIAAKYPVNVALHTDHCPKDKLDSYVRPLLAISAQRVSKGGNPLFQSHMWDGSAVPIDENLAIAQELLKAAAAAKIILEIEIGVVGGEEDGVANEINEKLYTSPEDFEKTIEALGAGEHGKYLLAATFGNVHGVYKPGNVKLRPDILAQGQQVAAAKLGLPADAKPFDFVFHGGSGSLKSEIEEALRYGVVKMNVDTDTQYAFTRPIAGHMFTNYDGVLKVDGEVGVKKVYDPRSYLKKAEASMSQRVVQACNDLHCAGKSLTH
Mtb BioA inh: BioA (M. tuberculosis) enzyme inhibition | purified M. tuberculosis BioA enzyme, plate reader | inhibition, % at 9.99 µM | 0.096% of 360,000 active | AID 602481; in the data active means inhibition above about 40%; inconclusive means no clear call, values can overlap the other calls
Rv3671c protease: Rv3671c (M. tuberculosis) protease inhibition; P9WHR9; inhibition, % at 5.96 µM; 0.048% of 320,000 active; AID 2606; in the data active means inhibition above about 38%;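 further: extracellular domain of Rv3671c used as enzyme; 0% = enzyme with DMSO and 100% = no enzyme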
DUSP3 inh: blocks human VHR1 dual specificity phosphatase. AID 1654. recombinant VHR phosphatase, pNPP absorbance. 0.52% of 290,000 active. inhibition, % at 13.3 µM. P51452; in the data active means inhibition above about 50%; further: some compounds called inactive have numbers as strong as hits
FadD28 FP inh: blocks FadD28 binding to the bisubstrate probe; fluorescence polarization; 0.22% of 360,000 active; inhibition, % at 12.5 µM; in the data active means inhibition above about 8.5%, passing the limit was not always enough; inconclusive means no clear call, values can overlap the other calls
Starred values were filed as active, the others as inactive; ? = inconclusive; · = no result given. Unless noted, no stated cut-off is given here; in the data, active means inhibition above about 30%; inactive means the rest.

SMILES	UGM FP inh	BoNT F protease	GDH-TPI inh	CCHF vOTU inh	MazEF act	Mtb FBA inh	Mtb BioA inh	Rv3671c protease	DUSP3 inh	FadD28 FP inh
Cc1ccc(NC(=O)COC(=O)Cn2c(C)csc2=O)cc1S(=O)(=O)N1CCOCC1	·	-10	-3	-3	6	1	10	·	·	-3.2
O=C(c1cc(C2CC2)nn1-c1ccccc1)N1CCN(c2ncc(C(F)(F)F)cc2Cl)CC1	-1.6	3	-1	24	0	2	-2.2	-5	·	-1.2
O=C(NCc1ccc2c(c1)OCO2)c1cc2n(n1)C(C(F)(F)F)CC(c1ccc3c(c1)OCO3)N2 (stereo not drawn)	-0.4	4	3	-4	-5	0	-2.3	5	-6	-4.5
Cc1cc(OCC(=O)Nc2ccc(N3CCN(C(=O)c4ccco4)CC3)cc2)cc(C)c1Cl	-0.3	12	7	3	-3	0	·	-3	94	0.4
COc1cc2nc(=S)n3[nH]c(CCn4c(C)nc5ccccc54)nc3c2cc1OC	2.1	-10	12	5	11	-5	0.8	1	14	1.2
O=C(OCC(=O)N1CCN(C(=O)c2ccco2)CC1)c1cncc(Br)c1	-0.2	2	-3	-4	-2	-3	3.3	-9	·	·
O=C(/C=C/c1cc([N+](=O)[O-])ccc1OC(F)F)NCc1ccc(Cl)cc1	0.1	-11	7	13	7	1	-0.9	2	24	0.3
CCN1CCN(C(=O)Cn2nc(-c3ccc(Cl)cc3)ccc2=O)CC1	0.7	-12	5	7	-4	1	-0.4	9	29	-1.2
COc1ccc(CNC(=O)c2cc(C(=O)C3CC3)c[nH]2)cc1	0.4	-2	2	2	6	5	-0.4	-6	19	-0.6
O=C(/C=C/c1ccco1)Nc1ccccc1N1CCCCC1	0.1	1	9	-1	-3	0	·	-3	10	-3.8
C#CC1(O)CCC2C3CCC4=CC(=O)CCC4=C3C=CC21C (stereo not drawn)	·	8	42*	-2	4	14	0.1	·	·	0.0
CSc1nc(C)c(C(=O)Nc2ccccc2)c(-c2ccco2)c1C#N	6.5	-3	13	3	2	-2	·	-5	26	-0.8
Cc1cccc(N2C(=O)C(O)=C(C(=O)c3cccs3)C2c2cccc(Oc3ccccc3)c2)n1 (stereo not drawn)	2.3	·	4	17	-6	1	1.1	-6	21	-1.9
COCCN(CC(=O)NCc1ccc2c(c1)OCO2)C(=O)CCC(=O)Nc1nccs1	-1.8	-10	-8	2	7	2	0.1	8	44	-1.0
O=C(CNC(=O)c1ccccc1)Oc1ccc([N+](=O)[O-])cc1	-1.8	7	1	-3	-8	-7	-1.3	1	7	-2.8
CC(=O)N1CCc2cc(C(=O)CN3CCN(c4ccccn4)CC3)ccc21	1.3	6	13	4	-7	3	3.5	-1	-12	-0.4
CCc1cc(CNC(=O)C2CCC(=O)N(CCc3ccc(OC)cc3)C2)on1 (stereo not drawn)	-1.3	-7	-5	1	1	1	-0.7	2	23	-4.7
CCc1nnc(NC(=O)CCC(=O)Nc2ccccc2)s1	-0.2	-13	7	16	0	0	-1.3	1	2	0.1
COc1ccc(OC)c(C2C(C(C)=O)=C(O)C(=O)N2CCN2CCOCC2)c1 (stereo not drawn)	2.8	2	11	7	3	5	·	-10	15	-3.0
COc1ccc(C(=O)C[n+]2ccc(C)cc2)cc1	0.1	-2	3	4	7	3	0.3	-2	-10	-3.0
CCn1cc(C(=O)Nc2sc(C)c(C)c2C(=O)OC)cn1	-3.0	1	16	15	3	-3	·	8	-2	-0.9
O=C(CSc1ncccn1)N(Cc1cccnc1)C(CCc1ccccc1)c1nc2ccccc2[nH]1 (stereo not drawn)	·	-13	·	19	·	-1	-0.3	·	·	-5.1
COc1nc(NCc2ccco2)nc(NC2CCCCC2)n1	0.4	-5	-10	-15	6	0	0.4	10	29	-3.8
COc1cc(NC(=O)c2ccccc2)c(OC)cc1NC(=O)Cc1ccccc1	1.1	?	8	14	0	0	0.1	-4	-6	-3.4
Cc1cccc(-c2nsc(SCC(=O)NCC3CCCO3)n2)c1 (stereo not drawn)	1.6	-2	-2	-15	4	1	·	0	2	-5.3

Four of the compounds above, with two lines to a compound:
Every second line gives: UGM FP inh | BoNT F protease | GDH-TPI inh | CCHF vOTU inh | MazEF act | Mtb FBA inh | Mtb BioA inh | Rv3671c protease | DUSP3 inh | FadD28 FP inh
COc1cc2nc(=S)n3[nH]c(CCn4c(C)nc5ccccc54)nc3c2cc1OC
  2.1 | -10 | 12 | 5 | 11 | -5 | 0.8 | 1 | 14 | 1.2
O=C(OCC(=O)N1CCN(C(=O)c2ccco2)CC1)c1cncc(Br)c1
  -0.2 | 2 | -3 | -4 | -2 | -3 | 3.3 | -9 | · | ·
O=C(/C=C/c1cc([N+](=O)[O-])ccc1OC(F)F)NCc1ccc(Cl)cc1
  0.1 | -11 | 7 | 13 | 7 | 1 | -0.9 | 2 | 24 | 0.3
CCN1CCN(C(=O)Cn2nc(-c3ccc(Cl)cc3)ccc2=O)CC1
  0.7 | -12 | 5 | 7 | -4 | 1 | -0.4 | 9 | 29 | -1.2

Some of the entries so far, with values under each structure:
Values in the order – UGM FP inh, BoNT F protease, GDH-TPI inh, CCHF vOTU inh, MazEF act, Mtb FBA inh, Mtb BioA inh, Rv3671c protease, DUSP3 inh, FadD28 FP inh
> COc1ccc(CNC(=O)c2cc(C(=O)C3CC3)c[nH]2)cc1
 : 0.4, -2, 2, 2, 6, 5, -0.4, -6, 19, -0.6
> O=C(/C=C/c1ccco1)Nc1ccccc1N1CCCCC1
 : 0.1, 1, 9, -1, -3, 0, ·, -3, 10, -3.8
> C#CC1(O)CCC2C3CCC4=CC(=O)CCC4=C3C=CC21C (stereo not drawn)
 : ·, 8, 42*, -2, 4, 14, 0.1, ·, ·, 0.0
> CSc1nc(C)c(C(=O)Nc2ccccc2)c(-c2ccco2)c1C#N
 : 6.5, -3, 13, 3, 2, -2, ·, -5, 26, -0.8
> Cc1cccc(N2C(=O)C(O)=C(C(=O)c3cccs3)C2c2cccc(Oc3ccccc3)c2)n1 (stereo not drawn)
 : 2.3, ·, 4, 17, -6, 1, 1.1, -6, 21, -1.9

Returning to the listing; the two compounds before the break are reprinted first.
SMILES	UGM FP inh	BoNT F protease	GDH-TPI inh	CCHF vOTU inh	MazEF act	Mtb FBA inh	Mtb BioA inh	Rv3671c protease	DUSP3 inh	FadD28 FP inh
COc1cc(NC(=O)c2ccccc2)c(OC)cc1NC(=O)Cc1ccccc1	1.1	?	8	14	0	0	0.1	-4	-6	-3.4
Cc1cccc(-c2nsc(SCC(=O)NCC3CCCO3)n2)c1 (stereo not drawn)	1.6	-2	-2	-15	4	1	·	0	2	-5.3
COc1cc(-c2noc(C)n2)cc(OC)c1OC	2.4	·	-10	5	1	0	1.2	-2	24	-0.4
CCCCN(C(=O)c1cccc(S(=O)(=O)N2CCCC2)c1)c1c(N)n(CCC)c(=O)[nH]c1=O	2.5	-11	-1	1	9	0	-0.6	-4	·	-0.1
CCC(C)(C(=O)NC1CCCCC1)N(CC1CCCO1)C(=O)Cc1cccs1 (stereo not drawn)	3.6	-3	-5	-5	3	-3	-0.5	-3	8	-4.0
NNC(=O)CSc1c(-c2cccs2)[nH]c2ccccc12	0.9	-11	12	-20	5	-1	·	6	-2	-1.9
O=C1c2cccc(NCCCNCCO)c2C(=O)c2cccc(NCCCNCCO)c21	·	-102	10	22	-7	-7	·	·	·	-2.1
Cc1c(-c2nc(N)nc(Nc3ccccc3)n2)oc2ccccc12	-2.3	-8	10	3	-14	1	·	-32	-11	0.0
CC(C)(C)NC(=O)C1CCN(S(=O)(=O)c2ccc(Br)cc2)CC1	2.9	-4	-8	-4	-3	-5	-0.5	5	7	-1.7
CC(=O)Nc1ccc(NC(=O)CCc2c(C)noc2C)cc1	·	-7	-3	-1	8	-1	-0.4	·	·	-2.6
C=CCC(C)(NCc1ccccc1)c1ccccc1 (stereo not drawn)	0.7	-1	-2	13	3	1	0.2	3	-9	-4.9
CCOc1ccc(-n2c(N)c(C(=O)N3CCN(C)CC3)sc2=S)cc1	2.5	-2	14	6	5	-2	·	6	26	-2.9
Cn1c(=O)c2c(ncn2CC(=O)OCC(=O)NCc2ccc(Cl)cc2)n(C)c1=O	-2.3	-7	5	-18	-6	5	·	-3	35	-1.5
CCCS(=O)(=O)c1snnc1C	-2.6	1	-12	15	0	-6	-1.5	-4	28	-3.0
Nc1nc(NCc2c(F)cccc2Cl)nn1-c1ccccc1	1.1	-3	4	2	6	2	-2.8	1	-2	-0.1
O=C(C1CCN(Cc2cn[nH]c2-c2ccc(F)cc2F)CC1)N1CCOCC1	-0.2	-3	3	-8	1	3	·	3	35	0.2
CCOC(=O)c1[nH]ncc1CN1CCN(Cc2ccccc2)C(CCO)C1 (stereo not drawn)	2.9	0	1	8	-3	-3	·	2	26	-2.5
O=C1NC(c2cccc(OCc3ccccc3)c2)Nc2ccccc21 (stereo not drawn)	·	-1	0	-61	4	42*	·	·	·	-5.6
O=C1C=C(c2cccc3c2sc2ccccc23)C[C@@H](c2ccc(F)cc2)C1	-1.2	2	-6	-6	-16	1	-0.7	-11	·	-1.1
CC1=C(C#N)C(Nc2cccc(C)n2)(C(F)(F)F)C(=O)N1 (stereo not drawn)	0.3	-7	6	10	4	-3	-1.3	2	-9	-3.0
COCCn1c(SCC(=O)Nc2ccc(F)cc2F)nc2c(c1=O)SCC2	·	0	9	-2	7	1	4.9	·	·	-0.8
CC(=O)N1CCN(Cc2nc3cc(NC(=O)C4CCCCC4)ccc3n2C)CC1	0.3	-1	0	-8	0	2	2.5	3	1	-2.2
CCN(CC)CCN(C)C(=O)c1[nH]c(C(F)(F)F)nc1-c1ccccc1	·	-6	·	-1	·	-1	-1.1	·	·	-1.2
COc1ccccc1-c1nc(SCC(=O)N2CCC(C(N)=O)CC2)n[nH]1	2.5	3	0	4	-6	0	-12	0	·	-1.1
COc1ccc(-n2c(-c3ccco3)nc3c(cnn3-c3ccc(C)cc3)c2=O)cc1	-1.2	-2	22	2	4	5	-1.5	-4	25	0.3
O=C(CSCc1ccc(Cl)cc1)Nc1ccc2c(c1)OCCO2	-1.0	2	11	16	3	0	0.7	-1	30	-0.7
O=C(Nc1ccc(Br)cn1)c1cccc(C(=O)Nc2ccc(Br)cn2)c1	1.8	-3	-7	-4	-76	7	-0.2	-4	22	-1.7
CCOc1ccc(NC(=S)NC(=O)c2ccco2)cc1	1.8	-18	-7	0	2	-4	0.0	-2	23	-6.3
N=c1c(C(=O)NCc2ccc3c(c2)OCO3)cc2c(=O)n3ccccc3nc2n1CC1CCCO1 (stereo not drawn)	-0.9	0	4	-5	11	16	4.8	11	9	-2.8
CCc1cc(C(N)=O)c(NC(=O)c2ccc(OC)cc2)s1	0.9	-4	18	3	1	-2	·	-10	-5	-0.2
